TDP1 block: qHTS Assay for Inhibitors of Tyrosyl-DNA Phosphodiesterase (TDP1) | recombinant TDP1, AlphaScreen DNA substrate cleavage | Potency, µM (top dose mostly 130 µM), for inactives: top-dose activity change, negative = inhibition, actives largely listed as inhibitors | 0.28% of 350,000 active; note: nearly all actives have a fitted effect of over 40% in size
Target sequence (Q9NUW8 whole entry, looked up): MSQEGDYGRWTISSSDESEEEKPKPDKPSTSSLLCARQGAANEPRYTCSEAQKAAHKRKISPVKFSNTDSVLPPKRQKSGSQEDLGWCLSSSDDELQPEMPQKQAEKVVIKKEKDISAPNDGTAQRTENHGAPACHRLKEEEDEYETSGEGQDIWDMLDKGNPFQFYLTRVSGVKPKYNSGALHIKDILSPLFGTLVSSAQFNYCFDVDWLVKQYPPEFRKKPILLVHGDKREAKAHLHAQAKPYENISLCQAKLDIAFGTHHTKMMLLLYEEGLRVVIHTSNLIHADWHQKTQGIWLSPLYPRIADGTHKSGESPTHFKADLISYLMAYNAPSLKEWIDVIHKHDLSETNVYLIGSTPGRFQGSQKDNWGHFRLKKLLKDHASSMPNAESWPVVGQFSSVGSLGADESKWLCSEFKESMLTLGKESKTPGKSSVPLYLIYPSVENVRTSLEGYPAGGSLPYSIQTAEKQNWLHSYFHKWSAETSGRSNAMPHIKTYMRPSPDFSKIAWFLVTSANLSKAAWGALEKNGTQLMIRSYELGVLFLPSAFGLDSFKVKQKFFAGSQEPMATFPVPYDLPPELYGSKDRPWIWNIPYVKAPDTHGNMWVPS
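AlphaScreen read-out: signal falls as enzyme removes the 3' tyrosine-FITC from a 5'-biotinylated DNA oligo (15 nM, 5 min, RT). Enzyme was E. coli-made recombinant Tdp1 at 1 nM, exposed to compound for 15 min beforehand; beads 10 ug/ml, 10 min.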
FEN1 inh: qHTS Assay for the Inhibitors of Human Flap endonuclease 1 (FEN1); P39748; Recombinant FEN1 flap cleavage, fluorescence, 15 min; Potency, µM (titrated, usually from 114 µM), without a hit: at the highest dose activity change, negative = inhibition, actives largely listed as inhibitors; 0.35% of 390,000 active; note: nearly all actives have a fitted effect of over 65% in size
Target sequence (P39748 whole entry, looked up): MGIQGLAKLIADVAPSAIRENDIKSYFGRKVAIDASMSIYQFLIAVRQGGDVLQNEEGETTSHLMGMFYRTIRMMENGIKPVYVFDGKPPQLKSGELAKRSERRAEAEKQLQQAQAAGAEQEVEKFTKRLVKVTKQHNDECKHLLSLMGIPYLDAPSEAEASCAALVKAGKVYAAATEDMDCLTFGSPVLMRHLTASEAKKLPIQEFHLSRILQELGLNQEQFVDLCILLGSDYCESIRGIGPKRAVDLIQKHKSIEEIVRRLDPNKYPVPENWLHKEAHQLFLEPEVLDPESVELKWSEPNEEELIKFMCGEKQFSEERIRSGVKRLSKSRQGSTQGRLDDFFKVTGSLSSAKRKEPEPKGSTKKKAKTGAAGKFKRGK
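Potency values derive from four-parameter Hill fits of normalized qHTS data. The reaction used 10 nM FEN1 preincubated 15 min at room temperature with compound, then 50 nM DNA substrate, read at 0 and 15 min.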
N370S GC: qHTS Assay for Inhibitors and Activators of N370S glucocerebrosidase as a Potential Chaperone Treatment of Gaucher Disease | 0.092% of 330,000 active | Lysosomal acid glucosylceramidase (Homo sapiens), P04062 | N370S GC spleen homogenate, 4MU-glucoside fluorescence | Potency, µM (highest dose often 59.4 µM), inactives show at the highest dose activity change, negative = inhibition, actives largely listed as inhibitors;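 note: 0% = full enzyme activity and -100% = no enzyme basal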
Active calls of the source: *; ? = inconclusive; / = no result given; & = joins results of further samples; [ ] = remark or other dose. Calls come from the whole dose curve; as a rule, active = well fitted curve in the direction sought with a large enough effect; inconclusive = small, poorly fitted or top-dose-only effect, or another doubt; inactive = no such curve, though single readings can be large; an effect the other way counts as inactive or inconclusive. Unless noted, % is set by controls: 0 for no effect and ±100 for the full control effect; potency is the fitted concentration of half-maximal effect.

Results follow in this order: TDP1 block, FEN1 inh, N370S GC
C=CC[C@]12CCc3ccccc3C1N(c1ccc(C(=O)OCC)cc1)C2=O (stereo partly specified)
    -3%, -25%, /
CC(NC(=O)CN1CCN(CC(=O)Nc2ccccc2Cl)CC1)c1ccc(Br)cc1 (stereo unspecified)
    1%[56.1 µM], -1%, /
Cc1ccc(NC2=C(c3ccc(C(F)(F)F)cc3)C(=O)c3ccccc32)cc1C
    4%[12.3 µM], -19%, /
CCN(CC(=O)NCc1cccs1)C(=O)c1cccc(S(=O)(=O)Nc2ccc(C)cc2)c1
    -6%, -1%, -23%
COc1ccccc1CNC(=O)c1nn(C)c2c1CS(=O)(=O)c1ccccc1-2
    3%, 12%, -1%
Cc1cc(NC(=O)CSc2nncc(=O)n2N)no1
    0%, 6%, -3%
CCOC(=O)C1(CC2CCCCO2)CCN(Cc2nccn2-c2ccc(OC)cc2)CC1 (stereo unspecified)
    3%, 14%, 0%
CC1CCCCC1n1c(-c2cccnc2)n[nH]c1=S (stereo unspecified)
    3%, 13%, -2%
N#CC1=C(N)OC2=C(C(=O)CCC2)C1c1ccc2c(c1)OCO2 (stereo unspecified)
    /, 4%, -3%
O=C(CS(=O)(=O)c1cccc(Cl)c1)Nc1ccccc1Cl
    4%, 1%, 7%
CS(=O)(=O)N1CCN=C1SCc1ccc(Br)cc1
    2%, 22%, -2%
Cc1ccc(N2C(=O)CC(Cc3ccc(Cl)cc3)C2=O)cc1 (stereo unspecified)
    /, -1%, 0%
COc1ccccc1N1CN(CCc2ccccc2)CNC1=S
    6%, 7%, 12%
O=C(c1cccc(Cl)c1)N1CCN(C2CCCCCC2)CC1
    -8%, -4%, 1%
Cc1cc(C)c(OCC(=O)N(Cc2ccccc2)C2CCS(=O)(=O)C2)c(C)c1 (stereo unspecified)
    -11%, -8%, -19%

Some of these compounds in order of molecular weight, descending:
Results follow in this order: TDP1 block, FEN1 inh, N370S GC
C=CC[C@]12CCc3ccccc3C1N(c1ccc(C(=O)OCC)cc1)C2=O (stereo partly specified)
    -3%, -25%, /
COc1ccccc1N1CN(CCc2ccccc2)CNC1=S
    6%, 7%, 12%
O=C(c1cccc(Cl)c1)N1CCN(C2CCCCCC2)CC1
    -8%, -4%, 1%
N#CC1=C(N)OC2=C(C(=O)CCC2)C1c1ccc2c(c1)OCO2 (stereo unspecified)
    /, 4%, -3%
CC1CCCCC1n1c(-c2cccnc2)n[nH]c1=S (stereo unspecified)
    3%, 13%, -2%

Further entries follow.
Results follow in this order: TDP1 block, FEN1 inh, N370S GC
CCOc1ccccc1NC(=O)Cn1c(=O)n(Cc2ccccc2)c(=O)c2c(C)c(C(=O)N(C)C)sc21
    2%, 13%, /
CCC(=O)Nc1ccccc1-c1nc2ccccc2n(C(C)C(=O)Nc2ccc(OC)cc2)c1=O (stereo unspecified)
    0%, 13%, /
O=C(Nc1ccccc1Cl)NC1(C(=O)N2CCCCC2)CCCCC1
    -2%, -3%, 2%
O=C1CCC(C(=O)Nc2ccc([N+](=O)[O-])cc2)N1 (stereo unspecified)
    1%, 4%, /
CCN1C2=C(C(=O)CCC2)C(c2ccc(O)cc2)C2=C1CCCC2=O
    -2%, 4%, -6%
COc1ccccc1OCC(O)Cn1c(=N)n(CCN2CCCCC2)c2ccccc21 (stereo unspecified)
    7%, -8%, 0%
CN(C)S(=O)(=O)N1CCN(C(=O)N2CCCCC2)CC1
    -1%, -1%, -2%
Cc1nc([N+](=O)[O-])cn1CC(=O)Nc1ccc2c(c1)OCO2
    -1%, -13%, 0%
O=C(O)CCCC(=O)Nc1ccc2c(c1)oc1ccccc12
    /, 2%, -13%
Cc1cc(N)n2nc(C(F)(F)F)nc2n1
    -2%, 12%, 7%
O=C(c1ccc(Cl)cc1)C1CCN(C(=O)c2ccccc2)CC1
    /, -13%, -5%
CCOC(=O)c1cccc(-c2c(-c3ccccc3)ncc3cc(OC)c(OC)cc23)c1
    1%, -22%, /
O=C(Nc1cc(Cl)ccc1O)c1cc(-c2ccco2)on1
    10%, -3%, 0%
COc1ccc(-n2ncc3c(N4CCN(c5cccc(C)c5)C(C)C4)ncnc32)cc1 (stereo unspecified)
    5%, -5%, /
COc1cc(/C=C2\COC/C(=C\c3cc(OC)c(OC)c(OC)c3)C2=O)cc(OC)c1OC
    8%, -10%, -9%
O=C(Nc1ccc2nsnc2c1)c1ccc2c(c1)OCO2
    9%, -5%, -14%
O=c1c2ccccc2ncn1Cc1ccc(Cl)c(Cl)c1
    1%, -14%, 5%
Cc1ccc(NC(=O)CCNC(=O)c2ccco2)cc1
    -3%, -3%, 16%
O=C(CSc1nc(=O)[nH]c2c1CCCC2)Nc1cc(C(F)(F)F)ccc1Cl
    0%, -7%, /
Cc1cc(C(=O)N/N=C/c2cc(Br)cc(Br)c2OC(=O)c2cccc(F)c2)n[nH]1
    5%, -12%, 7%
O=C(C1CC(c2ccc(F)cc2)=NO1)N1CCN(c2ccccc2)CC1 (stereo unspecified)
    1%, -5%, 0%
Cc1ccc(NC(=O)Cn2c(=O)n(-c3ccc(C)cc3)c(=O)c3ccc(C(=O)NCc4ccccc4Cl)cc32)cc1
    2%, -5%, /
CN1c2ccccc2-c2nc3ccccc3n2C1c1ccco1 (stereo unspecified)
    6%, 8%, ?
CC(=O)CCS(=O)(=O)c1ccc(Oc2ccc(S(=O)(=O)CCC(C)=O)cc2)cc1
    -2%[56.1 µM], 2%, 5%
COc1cc(OC)cc(C(=O)NNC(=O)C(=O)Nc2cc(OC)c(Cl)cc2OC)c1
    -3%, 7%, -7%
Cc1ccc(/C=C2\SC(=S)N(CCCC(=O)Nc3ccccc3C(=O)O)C2=O)cc1
    6%, ?, -17%
O=C1CN(C(=O)COC(=O)CCC(=O)c2ccc(F)cc2)c2ccccc2N1
    0%, -10%, /
O=C1C(c2ccc(F)cc2)N(Cc2ccccc2Cl)C(=O)CN1C1CCCCC1 (stereo unspecified)
    5%, -5%, /
CC(=O)Nc1cc(ON=C(C)C)cc([N+](=O)[O-])c1
    3%, -3%, 7%
CC(CCc1ccccc1)NC(=O)c1ccc2nc(N3CCOCC3)sc2c1 (stereo unspecified)
    0%, -8%, -5%

Single entries from the results shown:
O=C(Nc1ccccc1Cl)NC1(C(=O)N2CCCCC2)CCCCC1 in FEN1 inh shows -3%
C=CC[C@]12CCc3ccccc3C1N(c1ccc(C(=O)OCC)cc1)C2=O (stereo partly specified) in TDP1 block shows -3%

Later entries:
Results follow in this order: TDP1 block, FEN1 inh, N370S GC
NNC(=O)CNS(=O)(=O)c1ccc([N+](=O)[O-])cc1
    7%, 12%, 5%
CCCN(C(=O)c1cc2c(s1)-c1c(C)cccc1OC2)c1ccc(OCC)cc1
    -1%, -1%, /
CCC(Sc1nc2c(cnn2-c2ccc(Cl)cc2)c(=O)[nH]1)C(=O)OC (stereo unspecified)
    0%, 14%, 3%
O=C(NC1CC(=O)N(c2ccc(F)cc2)C1)c1ccc(S(=O)(=O)N2CCCCC2)cc1 (stereo unspecified)
    0%, -3%, /
COc1ccc(S(=O)(=O)N2CCCCCC2)cc1C(=O)OCC(=O)NCC(C)C
    1%, -6%, -3%
O=S(=O)(c1ccc(Cl)c(C(F)(F)F)c1)N1CCN(c2ccccn2)CC1
    3%, 2%, 2%
COc1ccc(-c2coc3cc(O)ccc3c2=O)cc1
    11%&8%[56.1 µM], 18%, -3%&-9%
COc1cc(/C=C(\C#N)C(=O)c2c(C)[nH]c3ccccc23)cc(OC)c1OC
    0%, -18%, -8%
COc1ccc(-c2nc(C#N)c(NCc3ccc(C)cc3)o2)cc1OC
    6%, 3%, 1%
Cc1cc(C)cc(NC(=O)CCn2c(=S)[nH]c3ccccc3c2=O)c1
    0%, -11%, -13%
Cc1nc2ccccc2cc1C(=O)N(C)Cc1ccccc1
    -5%, 4%, -2%
C=CCc1cccc2cc(C(=O)N3CCN(c4ccccn4)CC3)c(=O)oc12
    0%, -11%, -2%
COC(=O)c1cc2nc(-c3ccccc3)cc(C(F)(F)F)n2n1
    7%, 4%, 8%
c1cnc(NC2CCCCCC2)nc1
    2%, 4%, 6%
O=C(COC(=O)CCCN1C(=O)c2cccc3cccc(c23)C1=O)Nc1cccc(Br)c1
    1%, -2%, 18%
O=C(CS(=O)(=O)c1ccc(Cl)cc1)NCCS(=O)(=O)c1ccc(Cl)cc1
    1%, -2%, 1%
COc1ccccc1C(c1nnnn1Cc1ccccc1)N1CCN(C2CCCC2)CC1 (stereo unspecified)
    0%, -2%, -14%
COc1ccc(-c2noc(CCC(=O)NCc3cccnc3)n2)cc1OC
    5%, 5%, -2%
Cc1ccc(NC(=O)c2cc3ccccc3o2)nc1
    /, 2%, 6%
CSc1cccc(NC(=O)C2CCN(S(=O)(=O)c3ccc4[nH]c(=O)ccc4c3)CC2)c1
    2%, -4%, /
CC1CC1C(=O)OCC(=O)N(C)CC(=O)Nc1ccc(F)cc1 (stereo unspecified)
    0%, -13%, /
CCCN1CCN(CCCNC(=O)c2ccc3nc(N4CCC(C)CC4)sc3c2)CC1
    /, -2%, -23%
CCOC(=O)C1CCCN(C(=O)c2ccc3nc(-c4cccc(OC)c4)oc3c2)C1 (stereo unspecified)
    3%, -17%, -12%
S=C1NC(c2ccccc2)=CC(c2ccccc2)N1 (stereo unspecified)
    5%, -3%, 3%
CN(c1cccc(NC(=O)c2ccc(CN3CCc4ccccc4C3)cc2)c1)S(C)(=O)=O
    3%, -5%, -10%
COC(=O)c1sc2cc([N+](=O)[O-])cc(SCC(C)C)c2c1N
    8%, -1%, -4%
Cc1ccc(-c2cc3ncc(C(=O)c4cc([N+](=O)[O-])ccc4O)cn3n2)cc1
    2%, -13%, /
COc1ccc([N+](=O)[O-])cc1NC(=O)Cc1ccc(C)cc1
    5%, -6%, 9%
COc1ccc(NC(=S)N2CCC(c3nc4ccccc4o3)CC2)c(OC)c1
    6%, -8%, -12%
CCN1CCN(c2ccc(S(=O)(=O)N3CCCCC3)cc2NC(=O)CC(NC(C)=O)c2ccccc2)CC1 (stereo unspecified)
    -1%, 0%, -18%
COc1ccc(/C=N/Nc2cc(N3CCOCC3)nc(C)n2)c(OC)c1
    8%, -2%, -10%
CCN1C(=O)[C@H]2[C@@H](c3ccc(C)cc3)N3C(=O)N(c4ccc(C)cc4)C(=O)[C@@]3(CC)[C@H]2C1=O
    -2%, -4%, -5%
Cc1ccc(Cl)cc1N1CCN(S(=O)(=O)c2ccc3c(c2)NC(=O)C(C)C(=O)N3)CC1 (stereo unspecified)
    /, 9%, -21%
O=C(Oc1cccc(C(=S)N2CCCCC2)c1)c1ccccc1
    1%, -19%, 18%
COCCNC(=O)Cc1cn(C)c2ccccc12
    5%, -8%, 1%
O=C(NN=C1CCC(=NNC(=O)c2ccccn2)CC1)c1ccccn1
    5%, 0%, -2%
COc1cccc(C(=O)Nc2cc3c(cc2C(=O)c2ccc(C)cc2)OCCO3)c1
    -3%, -4%, /
CCOC(=O)c1cc(-c2ccc3c(c2)OCCO3)n[nH]1
    -2%, -1%, -1%
COC(=O)/C(=C\c1cccnc1)NC(=O)c1ccc(OCc2ccccc2)cc1
    2%, -11%, -12%
O=C(CSc1ccccc1)N1CCN(S(=O)(=O)c2ccccc2)CC1
    0%, -6%, -6%
CCCCOc1cccc(C2(C(=O)O)CCCC2)c1
    1%, -4%, 0%
CCN(CC)CCn1c(C)nc2c(sc3nc4c(cc32)COC(C)(C)C4)c1=O
    3%, 0%, 3%
N#CCCn1cc(C(=O)Nc2ccccc2Br)c(-c2cc3ccccc3o2)n1
    -1%, -3%, 7%
CC(=O)Oc1ccc(OC(C)=O)c(SCCCCCN2CCOCC2)c1
    2%, -2%, 27%
CC(=O)Nc1cccc(C(=O)OC(C(=O)c2ccc(C)c(C)c2)c2ccccc2)c1 (stereo unspecified)
    6%, -22%, 13%
COc1ccc(S(=O)(=O)Cc2ccc(C(=O)NCC(OC)OC)o2)cc1
    /, 23%, -7%
COc1cccc(C(=O)Nc2c3c(nn2-c2ccc(C)cc2C)CS(=O)(=O)C3)c1OC
    8%, 9%, /
CC1=C(C(=O)OCC2CCCO2)C(c2ccc(Cl)cc2)NC(=O)N1 (stereo unspecified)
    4%, -2%, -4%
Cc1cccc(OCc2nnc(SCCC(=O)O)n2-c2ccccc2)c1
    /, -5%, -2%
CCOC(=O)c1c[nH]c2nc(C)ccc2c1=O
    -14%, 13%&14%, 0%
COc1ccc(NC(=O)CN(C)S(=O)(=O)c2ccc3c(c2)c(=O)n(C)c(=O)n3C)cc1
    2%&5%, 15%&-15%, 4%

Assay outcomes from PubChem BioAssay.
